# RECQ1 helicase – qHTS Assay for Inhibitors of RecQ-Like Dna Helicase 1 (RECQ1); ATP-dependent DNA helicase Q1 (Homo sapiens), P46063; RECQ1 DNA unwinding, red fluorescence kinetic read; Potency, µM (series often up to 57.3 µM), for inactives: at the highest dose activity, negative = inhibition, hits mostly inhibitors; 240,000 compounds, 0.54% hits; AID 2549, 2010;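 note: plate controls were vehicle for no effect and no enzyme for full effect; nearly all actives have a fitted effect of over 30% in size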
# Target sequence (P46063 whole entry, looked up): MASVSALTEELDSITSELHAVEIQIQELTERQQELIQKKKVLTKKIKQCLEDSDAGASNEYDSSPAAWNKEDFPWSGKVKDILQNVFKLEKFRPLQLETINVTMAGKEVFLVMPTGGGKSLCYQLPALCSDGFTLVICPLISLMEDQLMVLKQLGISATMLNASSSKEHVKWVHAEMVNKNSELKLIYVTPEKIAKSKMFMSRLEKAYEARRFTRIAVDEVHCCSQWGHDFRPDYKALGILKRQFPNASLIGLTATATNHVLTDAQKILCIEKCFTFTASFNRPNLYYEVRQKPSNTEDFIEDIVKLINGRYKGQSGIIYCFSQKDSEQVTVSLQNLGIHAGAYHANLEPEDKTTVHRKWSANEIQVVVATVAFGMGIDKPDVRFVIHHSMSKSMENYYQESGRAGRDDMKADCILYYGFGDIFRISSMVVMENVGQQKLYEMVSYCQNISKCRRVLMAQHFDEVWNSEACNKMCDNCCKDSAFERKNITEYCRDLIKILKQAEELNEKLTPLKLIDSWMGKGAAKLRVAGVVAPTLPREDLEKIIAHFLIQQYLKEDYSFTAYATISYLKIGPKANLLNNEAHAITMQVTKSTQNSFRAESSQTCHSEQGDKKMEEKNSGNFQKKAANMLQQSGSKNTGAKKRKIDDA
#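 RECQ1T1 50 nM; forked duplex (20 bp + 30-nt ss tails) 200 nM, ATP 2 mM final; pH 8.0, 2 mM MgCl2, 2.5 ug/ml poly(dI-dC); 15 min compound preincubation; discontinuous kinetic read over 2 h at RT.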
# GoLoco inh red – qHTS Assay for Inhibitors of RGS12 GoLoco Motif Activity (Red Fluorophore). Guanine nucleotide-binding protein G(i) subunit alpha-1 (Homo sapiens), P63096. Gai1:RGS12 GoLoco peptide FP, rhodamine, 10 min. Potency, µM (titrated, usually from 61.6 µM), for the others: at the top dose activity, negative = inhibition, most hits filed as inhibitors. 230,000 compounds, 0.44% hits. AID 880, 2007; active = well fitted inhibition curve with a large enough effect, not every such curve was filed as active; inactive = no such curve, though single readings can be large or run the other way; note: % is set by controls: 0 for no effect and ±100 for the full control effect; nearly all actives have a fitted effect of over 30% in size; many of its hits are not listed in these tables
# KDM4E inh – qHTS Assay for Inhibitors of Human Jumonji Domain Containing 2E (JMJD2E) | AID 2147, 2009 | 230,000 compounds, 1.6% hits | JMJD2E catalytic domain, FDH-coupled NADH fluorescence (FDH is formaldehyde dehydrogenase) | Potency, µM (titrated, usually from 57.1 µM), without a hit: top-dose activity change, negative = inhibition, usual class: inhibitors; active = well fitted inhibition curve with a large enough effect, not every such curve was filed as active; inconclusive = small, poorly fitted or top-dose-only effect, or another doubt; inactive = no such curve, though single readings can be large or run the other way;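 note: 0% = wells with enzyme and -100% = buffer wells without enzyme; nearly all actives have a fitted effect of over 50% in size; many of its hits are not listed in these tables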
# Target sequence (B2RXH2 1-337 limits assumed): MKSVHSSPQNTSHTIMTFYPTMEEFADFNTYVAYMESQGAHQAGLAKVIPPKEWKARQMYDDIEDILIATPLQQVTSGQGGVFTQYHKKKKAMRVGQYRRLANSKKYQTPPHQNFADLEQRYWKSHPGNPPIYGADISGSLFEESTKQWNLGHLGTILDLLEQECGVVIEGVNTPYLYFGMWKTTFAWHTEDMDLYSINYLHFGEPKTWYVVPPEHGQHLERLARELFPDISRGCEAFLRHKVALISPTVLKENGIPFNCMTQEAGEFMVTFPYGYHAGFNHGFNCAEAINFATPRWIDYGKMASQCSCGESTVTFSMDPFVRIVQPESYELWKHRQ
# TexasRed fluor – Total Fluorescence Counterscreen for Inhibitors of the Interaction of Thyroid Hormone Receptor and Steroid Receptor Coregulator 2; TRb/SRC2 Texas Red total fluorescence interference; 280,000 compounds, 0.29% hits; Potency, µM (highest dose often 106 µM), inactives show top-dose fluorescence change, negative = quenching; active = well fitted curve in either direction with a large enough effect; inconclusive = small, poorly fitted or top-dose-only effect; note: % is set by controls: 0 for no effect and ±100 for the full control effect
#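 Human TRb ligand-binding domain at 0.6 uM with 20 nM Texas Red SRC2 peptide in Tris buffer containing 1 uM T3 and 5% DMSO, incubated with compound 5 h at ambient temperature. Total fluorescence (555/632 nm) calculated as parallel + 2 × perpendicular.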
# SMN2 splice enh – qHTS Assay for Enhancers of SMN2 Splice Variant Expression | HEK293 SMN2-luciferase splicing reporter, luminescence, 30-36 h | Potency, µM (highest dose often 46.1 µM), for inactives: at the top dose activity change, positive = activation, hits mostly activators | 210,000 compounds, 2.8% hits; note: % of control where 0% means no effect; nearly all actives have a fitted effect of over 55% in size
#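 HEK293 cells carry an SMN2 […]–luciferase reporter in which exon 7 inclusion puts luciferase in frame. Cells were plated 10-12 h before compound addition, then incubated 30-36 h at 37C. ONE-Glo luminescence was read; sodium butyrate at 4.5 mM final served as control.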
# Lamin A splicing – qHTS Assay for Modulators of Lamin A Splicing | HeLa LMNA splicing GFP/RFP minigene ratio, 48 h | Potency, µM (highest dose often 46.1 µM), for the others: at the highest dose ratio change, negative = inhibition, hits mostly inhibitors | 200,000 compounds, 0.01% hits | AID 1487, 2009; active = well fitted inhibition curve with a large enough effect in the signal ratio, with a control signal flat, not every such curve was filed as active; inconclusive = small, poorly fitted or top-dose-only effect, or effect the other way, or a change in a side signal; the % refers to the signal ratio; note: % is set by controls: 0 for no effect and ±100 for the full control effect
#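 S3 HeLa stable clones carrying a lamin A-EGFP splicing minigene plus DsRed2 were seeded at 600 cells/well in Opti-MEM with 2% FBS, pin-dosed and incubated 48 h at 37°C. Acumen cytometry (488 nm) gave the GFP/RFP total-intensity ratio.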
# ALDH1A1 block – qHTS Assay for Inhibitors of Aldehyde Dehydrogenase 1 (ALDH1A1); Aldehyde dehydrogenase 1A1 (Homo sapiens), P00352; AID 1030, 2008; Potency, µM (highest dose often 75.3 µM), for the others: top-dose activity, negative = inhibition, hits mostly inhibitors; 220,000 compounds, 7.3% hits; Purified ALDH1A1, NADH fluorescence, propionaldehyde substrate; active = well fitted inhibition curve with a large enough effect, not every such curve was filed as active; inconclusive = small, poorly fitted or top-dose-only effect, or another doubt; inactive = no such curve, though single readings can be large or run the other way;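 note: plate controls were no enzyme wells and a reference inhibitor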
# TRb SRC2 PPI – qHTS for Inhibitors of the Interaction of Thyroid Hormone Receptor and Steroid Receptor Coregulator 2. Thyroid hormone receptor beta (Homo sapiens), P10828. 280,000 compounds, 0.065% hits. TRbeta-SRC2 peptide binding, fluorescence polarization; receptor liganded with 1 µM T3. Potency, µM (doses to about 106 µM), without a hit: at the top dose activity change, negative = inhibition, most hits filed as inhibitors;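 note: plate controls were bound peptide for no effect and peptide without receptor for full effect; nearly all actives have a fitted effect of over 50% in size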
#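 Each compound concentration gave % activity, normalized to unbound and bound Texas Red SRC2 controls, from polarization read after 5 hr ambient incubation with T3-loaded human TRb LBD.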
# * = called active by the depositor; i = inactive; ? = inconclusive; / = not tested or not shown; & = joins results of further samples; [ ] = remark or other dose. Unless noted, calls come from the whole dose curve; as a rule, active = well fitted curve in the direction sought with a large enough effect; inconclusive = small, poorly fitted or top-dose-only effect, or another doubt; inactive = no such curve, though single readings can be large; an effect the other way counts as inactive or inconclusive. Potency is the fitted concentration of half-maximal effect.
# Values run as follows: RECQ1 helicase, GoLoco inh red, KDM4E inh, TexasRed fluor, SMN2 splice enh, Lamin A splicing, ALDH1A1 block, TRb SRC2 PPI
CCCC(=O)c1cc2cc(Cl)ccc2oc1=O
→ i, 8%, 4%, 0%, -13%, 1%, 11%, -5%
Cc1ccccc1C(=O)N[C@H](C(=O)Nc1ccc(Cl)c(Cl)c1)C(C)C
→ -6%, 14%, -22%, ?, 2%, -14%, 18%, 2%
CN1CCC(NC(=O)c2cccs2)CC1
→ -4%, 2%, 3%, 0%, 5%, -4%, -2%, 3%
Cn1c(=O)c2nc(Cl)c(-c3ccccc3)nc2n(C)c1=O
→ 2%, -3%, ?, -2%, -6%, -3%, ?, -3%
CC1CC(C)CN(S(=O)(=O)c2ccc(F)c(C(=O)Nc3ccc(Cl)cc3F)c2)C1 (stereo not given)
→ -14%, 5%, 6%, -3%, -17%, 4%, -4%, -1%
Cc1ccc(NC(=O)c2scc3c2CCCC3)cc1
→ -12%, 3%, ?, -1%, 1.4µM*, ?, -11%, 1%
CCOc1ccc(CSCCNC(=S)Nc2ccccc2)cc1
→ i, 13%, -11%, 4%, -6%, ?, 3%, 6%
CCC(C)c1c(O)nc(SCC(=O)N2CCOCC2)[nH]c1=O (stereo not given)
→ -2%, 3%, -4%, 0%, 8%, 7%, -1%, 4%
Cc1ccccc1-c1nc2ccccc2o1
→ 6%, 16%, -14%, -5%, -8%, 1%, 1%, 0%
Cc1ccc2c(c1)N(CC(=O)N(Cc1ccc3c(c1)OCO3)CC1CCCO1)C(=O)C(C)O2 (stereo not given)
→ -12%, 11%, 1%, 1%, 3%, -2%, -13%, -6%
CCOc1ccc(N2C(=O)CC(N3CCc4ccccc43)C2=O)cc1 (stereo not given)
→ -7%, 4%, -7%, 1%, -29%, 2%, -7%, 10%
COc1cc(NC(=O)CCCSc2nc(-c3ccco3)cc(C(F)(F)F)n2)cc(OC)c1OC
→ 14%, 9%, 1%, -27%&-3%, -9%&-78%, ?, 4%, 4%&-8%
CCCCN(CC)CCNC(=O)c1cc2c(=O)[nH]c3ccccc3c2n1C
→ -6%, -10%, ?, -6%&-3%, -7%, /, -13%, 5%&-11%
CCOC(=O)NC(=O)COC(=O)CNC(=O)c1cccc(OC)c1
→ i, 11%, ?, 4%, 3%, ?, 7%, 3%
c1ccc2nc(-c3ccc4c(c3)OCO4)ccc2c1
→ -11%, 6%, ?, -1%, 13µM*, ?, ?, -2%

# The closing 2 compounds of the section above lead into the next:
# Values run as follows: RECQ1 helicase, GoLoco inh red, KDM4E inh, TexasRed fluor, SMN2 splice enh, Lamin A splicing, ALDH1A1 block, TRb SRC2 PPI
CCOC(=O)NC(=O)COC(=O)CNC(=O)c1cccc(OC)c1
→ i, 11%, ?, 4%, 3%, ?, 7%, 3%
c1ccc2nc(-c3ccc4c(c3)OCO4)ccc2c1
→ -11%, 6%, ?, -1%, 13µM*, ?, ?, -2%
O=C(Nc1ccc(S(=O)(=O)N2CCc3ccccc32)cc1)c1ccc2c(c1)OCO2
→ -13%, 1%, 4%, -2%, -31%[inhibitor], ?, 18µM*, 1%
COc1ccc(-n2c(C)cc(C(=O)NC3CCCCC3)c2C)cc1
→ -25%, 4%, ?, /, ?, 13%, 7.9µM*, /
Cc1c(Cl)cccc1-n1c(SCC(=O)N2CCC(C(=O)O)CC2)nnc1-c1ccncc1
→ -1%, 6%, -19%, 4%, 19%, ?, -2%, 4%
Cn1c(-c2ccc3c(c2)OCO3)cnc1NCc1ccc(Cl)cc1
→ -2%, -6%, ?, -7%, ?, -17%, ?, 0%
CCCC(=O)Nc1ccc(S(=O)(=O)Nc2cc(C)nc(C)n2)cc1
→ i, -12%, -2%, 2%, 4%, 17%, 7%, 2%
CCOC(=O)c1[nH]c(C)c(C(=O)NC2CCCC2)c1C
→ -11%, -3%, 3%, -3%, -5%, -2%, 2%, -3%
Nc1nc2nccc(-c3ccccn3)n2n1
→ 10%, -5%, ?, -2%, 19%, 1%[46 µM], ?, -2%
O=C(CCS(=O)(=O)c1cccc2nsnc12)NC1CCCCC1
→ -14%, -1%, -1%, -3%, -9%, -2%, ?, 4%
Cc1cccc2cc(C(c3nnnn3Cc3ccccc3)N3CCCc4ccccc43)c(=O)[nH]c12 (stereo not given)
→ i, -11%, -5%, 1%, ?, 16%, 4%, -3%
Cc1occc1C(=O)Nc1cc(C(C)(C)C)on1
→ 1%, 9%, 4%, -2%, 14µM*, 1%, 4%, 7%
Cc1c(C(=O)NCCCN2CCOCC2)oc2ccc(S(=O)(=O)N3CCOCC3)cc12
→ -6%, 8%, 5%, 2%, -13%, 27%[46 µM], 9%, 3%
Cc1noc(/C=C/c2cccs2)c1S(=O)(=O)N1CCC(C(=O)NCCCN2CCCC(C)C2)CC1 (stereo not given)
→ i, -3%, 4%, 1%, -12%, -5%[46 µM], -1%, 1%
CCOC(=O)n1c(=O)oc2ccccc21
→ i, -7%, -2%, -2%, -21%, 5%, -1%, -4%
COc1nc(-c2ccccc2)cc(C(F)(F)F)n1
→ i, -1%, 7%, 3%, -15%, -1%, -4%, 1%
COc1cc(/C=C2\NC(=S)N(C)C2=O)ccc1O
→ i, 49%[activator], 5%, -3%, -1%, /, ?, -16%
O=C(NCc1ccco1)c1ccc2c(c1)N(Cc1ccc(Cl)cc1)CCS2
→ -13%, 1%, ?, -1%, /, /, /, 2%
CCN1C(=O)/C(=C/C=C2/CCCN2C)OC1=S
→ -7%, -7%, 11µM*, 24%, /, /, 2.8µM*, -30%
COc1ccc2oc(-c3ccccc3)c(C(N)=O)c2c1
→ 1%, 3%, ?, -7%, -14%, ?, ?, -6%
N=c1oc2c3c4c(cc2cc1C(=O)Nc1ccccc1)CCCN4CCC3
→ -12%, 4µM*, -23%, 1%, 10µM*, ?, ?, -12%
CC1(C)Cc2c(c(-c3ccccc3Cl)[nH]c(=O)c2C#N)CO1
→ i, 2%, -4%, -1%, 1%, 16%, 0%, 0%
COc1ccc(CCN2C(=O)C(Oc3ccccc3)C2c2ccc3c(c2)OCO3)cc1 (stereo not given)
→ -10%, -20%, 4%, ?, 7%, -6%, 18%, -9%
CS(=O)(=O)NC1c2cccc3cccc(c23)C1Sc1nncn1/N=C/c1ccco1 (stereo not given)
→ -7%, -5%, -4%, -3%, -1%, -2%, ?, 2%
Cc1ccc(NC(=O)CS(=O)CC(=O)NC2CCN(Cc3ccccc3)CC2)c(C)c1 (stereo not given)
→ -10%, 4%, -1%, 4%, -19%, ?, 9%, -1%
Cc1nn(Cc2c(Cl)cccc2Cl)c(C)c1NC(=O)c1cnn2c(C(F)F)cc(-c3ccccc3)nc12
→ i, 8%, -2%, 1%, -27%, 19%, 8%, -7%
O=C1c2ccccc2C(=O)N1CCc1csc(-c2ccccc2)n1
→ -2%, 5%, -1%, -6%, -20%, -8%, -3%, -1%
CSCCC(=O)N1CCCC(CNC(=O)c2ccccc2Cl)C1 (stereo not given)
→ 23%, 5%, 0%, -6%, /, 29%[46 µM], 6%, 5%
CC(=C\c1ccco1)/C=C1/SC(=S)N(CC(=O)O)C1=O
→ -1%, 1%, -2%, -1%, /, /, /, -4%
Cn1nc(C(F)(F)F)c(-c2cccc(C(F)(F)F)c2)c1NC(=O)CSCC(=O)O
→ -5%, 16%, 4%, 0%, /, /, /, -13%
CC(=O)NCCNC(=O)c1ccc(CSc2ccc(Cl)cc2)cc1
→ i, 9%, -1%, -1%, 13µM*, -11%[46 µM], 7%, -2%
O=C(Cn1cc2c(n1)CCCCC2)Nc1ccc(F)cc1F
→ i, 6%, 2%, 2%, -1%, -20%, 0%, 2%
CNC(=S)NNC(=O)CCn1nc(C)c(Br)c1C
→ -3%, 8%, -4%, -2%, -7%, 17%, 6%, -16%
Cc1cccc(CSc2nnc(-c3cnccn3)n2C)c1
→ -2%, -5%, -2%, -1%, /, /, /, 0%
Cc1cccc(N2C(S)=C(C#N)C(=O)NC23CCCCC3)c1
→ -33%, -14%, 0%, -2%, -8%, -9%, 6%, 2%
O=C(c1ccc(-n2c(SCc3cccc(F)c3)nc3ccccc3c2=O)cc1)N1CCOCC1
→ i, 1%, -27%, -4%, -12%, 0%, 0.32µM*, -2%
O=C1Nc2cc(Cl)ccc2C1(N1CCNCC1)C(F)(F)F (stereo not given)
→ i, /, -1%, -6%, /, 0%, 2%, -4%
COc1ccc(N2CC(C(=O)OCC(=O)NCc3ccccc3)CC2=O)cc1 (stereo not given)
→ -11%, 8%, -3%, 1%, 9%, -6%, 4%, -1%
Cn1nnnc1SCCNCc1cccnc1
→ i, 7%, -5%, 2%, 0%, 1%, -5%, -4%
c1ccc(C2NCCc3ccccc32)cc1 (stereo not given)
→ i, 9%, -3%, -2%, /, -15%[46 µM], 3%, -5%
O=C(CSc1n[nH]c(-c2cccs2)n1)NCc1cccs1
→ -3%, 9%, 3%, -4%, 3%, 12%, 24%, -1%
O=C1CCC(C(=O)OCC(=O)N2N=C3/C(=C/c4ccccc4)CCCC3C2c2ccccc2)N1 (stereo not given)
→ -15%, -2%, -14%, -1%, -19%, ?, 1%, 3%
COc1ccc(CC(=O)NNC(=O)c2ccc(NC(C)=O)cc2)cc1
→ i, 10%, -4%, -1%, -1%, ?, 7%, -7%
C=CCc1cccc(/C=N/NC(=O)C(C)Nc2ccc(C)cc2)c1O (stereo not given)
→ -8%, 0%, ?, 0%, -88%[inhibitor], ?, -4%, 1%
O=C(NCCCN1CCOCC1)C(=O)N/N=C/c1ccc(F)cc1
→ -4%, 3%, 6%, -1%, /, /, 5%, 2%

# This is a subset; count on the stated rates, not on these rows.
